# Screening data from PubChem BioAssay.
# IL-1B inflam inh: inhibitors of inflammasome signaling (IL-1 beta secretion) | 360,000 compounds, 4.7% hits | activity change, % at 57.5 µM | THP-1 LPS/ATP IL-1B secretion, AlphaLISA, 16 h; stronger effect = lower value; in the data active = activity change below about -50%; inconclusive = mostly about -30% to -49%; also: % is scaled to controls: 0 for no effect and ±100 for the full control effect
#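 Secreted IL-1B measured by AlphaLISA bead assay after 16 h compound exposure of THP-1 cells; compounds (final up to 57.5 uM) added 1 h before LPS (250 ng/mL) and ATP (1.25 mM) stimulation; lower signal means less secretion.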
# HT1080 IDH1KD tx: kills HT-1080 cells with IDH1 knockdown; HT-1080 IDH1 knockdown viability, ATP luminescence, 48 h; Potency, µM (titrated, usually from 46.1 µM), for inactives: top-dose activity, negative = toxicity, hits mostly cytotoxic; 360,000 compounds, 2% hits; AID 686971;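 also: potency is read from the fitted curve at half-maximal effect; 0% = DMSO wells and -100% = cell-free medium wells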
#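 CellTiter-Glo luminescence after 48 h compound exposure at 37 degrees C of IDH1-knockdown HT-1080 cells in 5% FBS RPMI. %Activity scaled between DMSO wells and cell-free media wells, with curves fitted and assigned curve classes.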
# SW480 rerep: DNA re-replication induction in SW480 cells; SW480 DNA re-replication, Hoechst DNA content imaging, 48 h; 340,000 compounds, 1.8% hits; AID 624297; Potency, µM (doses to about 46.1 µM), for the others: at the highest dose re-replication activation, hits mostly activators; also: potency is read from the fitted curve at half-maximal effect; % of control where 0% means no effect; nearly all actives have a fitted effect of over 55% in size
#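 Treated cells incubate 48 hr (37 C, 5% CO2), are stained 40 min with Hoechst, and nuclear fluorescence is enumerated; a rise in nuclei with high DNA signal marks re-replication.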
# KB-V1 MDR tox: KB-V1 MDR subline cytotoxicity | 400,000 compounds, 3.4% hits | Potency, µM (titrated, usually from 46.1 µM), for inactives: at the highest dose activity change, negative = cytotoxicity, usual class: cytotoxic | KB-V1 MDR cells viability, CellTiter-Glo, 72 h | AID 1347076; also: potency is read from the fitted curve at half-maximal effect; % is scaled to controls: 0 for no effect and ±100 for the full control effect; nearly all actives have a fitted effect of over 60% in size
#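 Cytotoxicity via CellTiter-Glo luminescence after 72 h compound exposure at 37 degrees C. Cells: drug-selected KB-V1 line, DMEM phenol-red free plus 10% FBS. Compounds tested at multiple concentrations; normalized data fitted to concentration-effect curves.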
# DRD3 antagonist: D3 dopamine receptor (human) antagonism; P35462; D3R cells, DiscoveRx beta-arrestin luminescence, antagonist mode; stronger effect = lower value; max response, negative = inhibition, %; 360,000 compounds, 2.5% hits; AID 652054; in the data active = max response below about -50%; inconclusive = no clear call, values can overlap the other calls; also: % is scaled to controls: 0 for no effect and ±100 for the full control effect; mostly tested at two doses, the higher about 12 µM
# Target sequence (P35462 whole entry, looked up): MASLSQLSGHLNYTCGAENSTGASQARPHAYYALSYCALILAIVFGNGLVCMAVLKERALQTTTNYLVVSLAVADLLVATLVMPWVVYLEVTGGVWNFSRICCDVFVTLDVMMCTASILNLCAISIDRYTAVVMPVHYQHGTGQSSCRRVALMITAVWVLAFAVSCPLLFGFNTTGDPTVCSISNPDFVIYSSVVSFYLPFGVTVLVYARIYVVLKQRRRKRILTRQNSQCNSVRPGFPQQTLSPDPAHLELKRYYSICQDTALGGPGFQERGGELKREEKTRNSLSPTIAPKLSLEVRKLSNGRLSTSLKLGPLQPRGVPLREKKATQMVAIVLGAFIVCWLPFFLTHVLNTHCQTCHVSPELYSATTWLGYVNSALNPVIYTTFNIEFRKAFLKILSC
#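 Cells expressing the human receptor were seeded at 1500 cells/well, incubated overnight at 37 degrees C in 5% CO2, then exposed to library compounds with dopamine controls for 90 minutes at 37 degrees C before luminescent detection.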
# DRD3 agonist: agonists of human D3 dopamine receptor. max activation, %. D3R DiscoveRx beta-arrestin cells, luminescence, 90 min. P35462. 410,000 compounds, 0.58% hits. AID 652048; in the data active = max activation above about 30%; also: 0% is about no effect; mostly tested at two doses, the higher about 12 µM
#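 Cells at 1500/well, incubated overnight, then treated with pinned compounds (dopamine as control) for 90 min at 37 degrees C. DiscoveRx reagent added for 30 - 60 minutes at room temperature; luminescence read.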
# KB-3-1 tox: kills parental KB-3-1 adenocarcinoma cells. 400,000 compounds, 1.4% hits. Potency, µM (highest dose often 46.1 µM), for inactives: at the top dose activity change, negative = cytotoxic, usual class: cytotoxic. AID 1347075. KB-3-1 viability, CellTiter-Glo ATP luminescence, 72 h; also: potency is read from the fitted curve at half-maximal effect; % is scaled to controls: 0 for no effect and ±100 for the full control effect; nearly all actives have a fitted effect of over 60% in size
#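 Cells are dispensed, compounds pinned in, plates held at 37 °C for 72 h, then CellTiter-Glo is added and luminescence read after 10 minutes. Cell line: parental KB-3-1 in phenol-red-free DMEM, 10% FBS.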
# HT1080NT lethal: kills 2HG-producing HT-1080-NT fibrosarcoma cells | 360,000 compounds, 1.6% hits | Potency, µM (titrated, usually from 46.1 µM), for inactives: at the highest dose activity, negative = less viability, usual class: cytotoxic | HT-1080-NT fibrosarcoma viability, CellTiter-Glo ATP luminescence, 48 h;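 also: NT is the 2HG producing partner of a matched IDH1 knockdown line; potency is read from the fitted curve at half-maximal effect; 0% = DMSO-treated cells and -100% = media-only wells without cells; nearly all actives have a fitted effect of over 55% in size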
#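 750 cells/well, RPMI + 5% FBS; 2 h settle, compound pin-transfer, 48 h at 37 degrees C. CellTiter-Glo 10 min RT, luminescence. Normalized to DMSO and media-only wells.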
# GLP-1R agonist: agonists of human GLP-1 receptor | 380,000 compounds, 0.007% hits | Potency, µM (doses to about 45.6 µM), for inactives: top-dose activation, actives largely listed as activators | HEK293 GLP-1R CRE-luciferase, luminescence, 4-6 h; cells express a hypersensitive GLP-1R form; also: potency is read from the fitted curve at half-maximal effect; % of control where 0% means no effect
# Target sequence (P43220 whole entry, looked up): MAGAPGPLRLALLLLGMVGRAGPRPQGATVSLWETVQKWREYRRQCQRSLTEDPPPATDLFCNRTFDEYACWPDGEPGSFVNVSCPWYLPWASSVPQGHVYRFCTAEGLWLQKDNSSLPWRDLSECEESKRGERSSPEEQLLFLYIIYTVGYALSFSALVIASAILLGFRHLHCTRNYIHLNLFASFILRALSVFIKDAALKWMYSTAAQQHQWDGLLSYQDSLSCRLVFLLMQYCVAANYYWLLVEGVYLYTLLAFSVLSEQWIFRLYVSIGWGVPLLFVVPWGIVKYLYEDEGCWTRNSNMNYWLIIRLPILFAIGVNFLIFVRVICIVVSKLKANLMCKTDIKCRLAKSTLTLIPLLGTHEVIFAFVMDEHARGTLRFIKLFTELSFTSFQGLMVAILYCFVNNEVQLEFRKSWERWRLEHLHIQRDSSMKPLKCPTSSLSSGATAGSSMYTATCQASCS
# * marks the source's active call; other numbers are inactive results; ? = inconclusive; . = not tested or not shown; [ ] = remark or other dose. Unless noted, calls follow the shape of the dose curve; as a rule, active = well fitted curve in the direction sought with a large enough effect; inconclusive = small, poorly fitted or top-dose-only effect, or another doubt; inactive = no such curve, though single readings can be large; an effect the other way counts as inactive or inconclusive. Not a hit list. Share with any hit: about 12%.
# Key to letters – A = IL-1B inflam inh; B = HT1080 IDH1KD tx; C = SW480 rerep; D = KB-V1 MDR tox; E = DRD3 antagonist; F = DRD3 agonist; G = KB-3-1 tox; H = HT1080NT lethal; I = GLP-1R agonist
C[C@H](O)[C@@H]1C(=O)N2CCc3ccc(N4CCN(C)CC4)cc3[C@@H]2C[C@@H]1N(C)C(=O)c1ccco1
  A: 9	B: 10%	C: .	D: 0%	E: 14	F: 1	G: 28%	H: 6%	I: 8%

CSc1ncccc1C(=O)OCC(=O)Nc1nc(C)c(Cl)cc1Cl
  A: 27	B: -3%	C: -6%	D: 4%	E: 15	F: 8	G: 15%	H: 1%	I: -1%

O=C(Nc1ccc(N2CCN(C(=O)c3cccs3)CC2)c(Cl)c1)c1cccnc1
  A: -79*	B: -28%	C: -6%	D: 0%	E: 31	F: -10	G: -1%	H: -20%	I: -5%

CC(C)C(O)C1CCN(Cc2nc(-c3cccs3)no2)CC1 (stereo not drawn)
  A: 4	B: -4%	C: ?	D: -26%	E: 0	F: 4	G: -26%	H: -4%	I: 6%

O=C(O)CCC1(CCC(=O)O)c2ccccc2-c2ccccc21
  A: 27	B: 6%	C: -3%	D: ?	E: 11	F: 1	G: 16%	H: 0%	I: -4%

CC(C1CC2CCC1C2)n1c(COc2ccccc2F)nnc1SCC(N)=O (stereo not drawn)
  A: -4	B: -7%	C: 6%	D: -6%	E: 0	F: -3	G: -7%	H: -18%	I: 5%

Cc1ccnc(NS(=O)(=O)c2ccc(NC(=O)C3CCCNC3=O)cc2)n1 (stereo not drawn)
  A: -12	B: -2%	C: -17%	D: -4%	E: 4	F: 0	G: 0%	H: -5%	I: -15%

Cc1ccccc1S(=O)(=O)NCc1cccnc1
  A: 0	B: 7%	C: -691%[inhibitor]	D: -12%	E: -1	F: -3	G: -5%	H: 10%	I: 4%

O=C(c1ccccc1)c1nnc(-c2ccncc2)o1
  A: -14	B: 12%	C: 0%	D: 23%	E: -8	F: 4	G: -2%	H: 11%	I: -10%

Cc1cccc(-c2noc(C(C)NC(=O)c3ccco3)n2)c1 (stereo not drawn)
  A: 45	B: -2%	C: -4%	D: -15%	E: 4	F: -8	G: 6%	H: 10%	I: 12%

CCOCC(=O)Nc1nnc(Cc2ccc(OC)cc2)s1
  A: -1	B: 6%	C: 6%	D: 0%	E: 8	F: -7	G: 0%	H: 2%	I: 0%

CCCCC(=O)Nc1cc(C)c(NC(=O)c2ccco2)cn1
  A: -18	B: 2%	C: -5%	D: 10%	E: 8	F: -2	G: 4%	H: 4%	I: 8%

CCCCCCC(=O)N1C/C=C\C(c2ccc(OC)cc2)N(Cc2ccc(F)cc2)C(=O)[C@H]1Cc1ccccc1 (stereo partly drawn)
  A: -4	B: ?	C: -90%[inhibitor][9.22 µM]	D: ?	E: 0	F: -11	G: -6%	H: -23%	I: -3%

CCN1C(=O)N(c2cccc3ccccc23)C(C)=CC1(C)C
  A: 6	B: 4%	C: -2%	D: -9%	E: 14	F: 4	G: -2%	H: 3%	I: -1%

Cc1ccc(NC(=O)CSc2nncn2N)cc1C
  A: 13	B: 4%	C: 0%	D: 11%	E: 5	F: 13	G: 3%	H: 0%	I: -2%

N#Cc1ccc(C(=O)Nc2ccc([N+](=O)[O-])cc2)c(F)c1
  A: 7	B: -17%	C: -131%	D: 0%	E: -8	F: -2	G: -2%	H: -13%	I: 4%

Cc1ccc(C(c2nnnn2CCc2ccccc2)N2CCC(C)CC2)cc1 (stereo not drawn)
  A: -64*	B: ?	C: 28%	D: 18µM*	E: ?	F: -4	G: ?	H: -29%	I: 4%

Cc1ccnc(NC(=O)c2ccccc2NC(=O)c2ccc(Cl)cc2Cl)c1
  A: 63	B: 4.6µM*	C: 4.6µM*	D: 3.3µM*	E: 59	F: 0	G: 5.8µM*	H: 2.9µM*	I: 14%

CS(=O)(=O)N1CCc2cc(S(=O)(=O)Nc3ccc4oc5c(c4c3)CCCC5)ccc21
  A: 17	B: ?	C: 3%	D: ?	E: -16	F: 6	G: -5%	H: ?	I: 10%

O=C(CCc1ccc(S(=O)(=O)N2CCOCC2)cc1)N1CCN(Cc2ccc3c(c2)OCO3)CC1
  A: -18	B: -4%	C: 2%	D: 0%	E: -16	F: -1	G: -2%	H: -7%	I: -2%

O=C(O)CNC(=O)c1nc(-c2ccccc2)n(-c2ccccc2)n1
  A: 8	B: 12%	C: 0%	D: 1%	E: -3	F: -19	G: 6%	H: 21%	I: 3%

Cc1cc(NC(=O)CSc2ccc(Cl)cc2)no1
  A: -16	B: 23%	C: -12%	D: 6%	E: -12	F: -4	G: 3%	H: 4%	I: -1%

O=C(NCCc1cn[nH]c1)C1CCC(=O)N(CCc2cccc(F)c2)C1 (stereo not drawn)
  A: 10	B: 7%	C: 13%	D: 0%	E: -4	F: -4	G: 6%	H: 12%	I: -1%

Cc1c(CN(C)C(=O)c2ccc(Br)o2)cnn1C
  A: -8	B: 8%	C: -3%	D: 16%	E: 4	F: 2	G: 14%	H: 0%	I: -1%

CCCCn1nc(C(=O)Nc2ccc(S(=O)(=O)Nc3ncccn3)cc2)c2ccccc2c1=O
  A: -2	B: -2%	C: -1%	D: -5%	E: -11	F: -3	G: ?	H: -6%	I: 2%

CCC(=O)Nc1ccc(Nc2ccccc2)cc1
  A: 21	B: 15%	C: -2%	D: 5%	E: -10	F: -2	G: 9%	H: 10%	I: -7%

Cc1c(O)cc2n(c1=O)-c1ccccc1C2(C)C
  A: 13	B: 0%	C: -5%[9.22 µM]	D: 4%	E: ?	F: -3	G: -5%	H: 0%	I: 12%

CCOC(=O)N1CCN(C(=O)Nc2ccccc2Cl)CC1
  A: -8	B: 16%	C: 18%	D: -12%	E: -8	F: -3	G: 4%	H: 5%	I: -5%

Cc1ccccc1CSCC(Nc1ccc(C(=O)O)cc1[N+](=O)[O-])C(=O)O (stereo not drawn)
  A: -14	B: 11%	C: -8%	D: -4%	E: -29	F: -17	G: 10%	H: 6%	I: 2%

CC1(C(=O)NCCN2CCOCC2)C=CC2(CCCCC2)N1C(=O)c1ccccc1 (stereo not drawn)
  A: -6	B: 9%	C: -6%	D: -5%	E: -9	F: -32	G: -1%	H: 7%	I: -4%

# In a second layout: entries from further up.
Molecule | IL-1B inflam inh | HT1080 IDH1KD tx | SW480 rerep | KB-V1 MDR tox | DRD3 antagonist | DRD3 agonist | KB-3-1 tox | HT1080NT lethal | GLP-1R agonist
Cc1c(CN(C)C(=O)c2ccc(Br)o2)cnn1C | -8 | 8% | -3% | 16% | 4 | 2 | 14% | 0% | -1%
Cc1c(O)cc2n(c1=O)-c1ccccc1C2(C)C | 13 | 0% | -5%[9.22 µM] | 4% | ? | -3 | -5% | 0% | 12%

# (next part)
# Key to letters – A = IL-1B inflam inh; B = HT1080 IDH1KD tx; C = SW480 rerep; D = KB-V1 MDR tox; E = DRD3 antagonist; F = DRD3 agonist; G = KB-3-1 tox; H = HT1080NT lethal; I = GLP-1R agonist
C/C(=N\NS(=O)(=O)c1ccc(Cl)c([N+](=O)[O-])c1)c1cc2ccccc2o1
  A: -13	B: 6%	C: 3%	D: 12%	E: -98*	F: 3	G: 5%	H: 1%	I: 2%

CCOC(=O)C(Cc1ccccc1)C(=O)Nc1ccccc1C (stereo not drawn)
  A: -15	B: 9%	C: -4%	D: -6%	E: 13	F: 1	G: 0%	H: -2%	I: 5%

C/C(=N\NC(=O)c1ccc2c(c1)OCO2)c1ccc(NC(=O)CCCC(=O)O)cc1
  A: 0	B: -13%	C: 1%	D: 74%	E: -12	F: -8	G: 16%	H: -4%	I: 10%

C/C(=C\CCC1(C)C2CC3C(C2)C31C)C(=O)O (stereo not drawn)
  A: 25	B: 9%	C: -26%	D: 23%	E: 14	F: -8	G: 0%	H: 5%	I: 0%

COc1ccc(C(CNC(=O)CNC(=O)c2ccccc2Cl)N2CCCC2)cc1 (stereo not drawn)
  A: -21	B: 6%	C: -12%	D: 2%	E: 6	F: -13	G: -4%	H: 1%	I: 4%

C1=CCC(CN2CCN(C3CCCCCC3)CC2)CC1 (stereo not drawn)
  A: 46	B: 11%	C: 3%	D: -22%	E: ?	F: -17	G: 1%	H: 9%	I: 0%

CCOCCCNC(=O)C1CCN(S(=O)(=O)c2ccc3nc4c(c(C(=O)O)c3c2)CCCCC4)CC1
  A: -4	B: 13%	C: 0%	D: ?	E: -20	F: -3	G: 0%	H: 15%	I: -4%

CC1CC(C)CN(Cc2nc(N)nc(Nc3ccc4ccccc4c3)n2)C1 (stereo not drawn)
  A: ?	B: ?	C: 9.2µM*	D: ?	E: ?	F: -4	G: 12µM*	H: ?	I: 1%

O=C(NC1CCCCC1)C1CCN(c2nccs2)CC1
  A: -17	B: 0%	C: -6%	D: -2%	E: -16	F: -3	G: 2%	H: 9%	I: -1%

COc1cccc(OC)c1C(=O)Nc1ccccc1NC(=O)c1c(OC)cccc1OC
  A: 8	B: 1%	C: 2%	D: 17%	E: 10	F: 0	G: 22%	H: 3%	I: 9%

C[n+]1cn(Cc2ccc(C#N)cc2)c2ccccc21
  A: 12	B: 7%	C: 1%	D: 3%	E: -11	F: -5	G: -1%	H: -2%	I: 2%

NCC(=O)NCC(=O)OCc1ccccc1
  A: 51	B: 8%	C: -29%	D: 12%	E: 4	F: -6	G: -15%	H: 9%	I: -3%

Cc1cc(C)n(-c2cc(N3CCN(S(=O)(=O)c4ccc5ccccc5c4)CC3)ccc2[N+](=O)[O-])n1
  A: -10	B: 12%	C: 2%	D: 0%	E: -55*	F: 1	G: -26%	H: 6%	I: -1%

O=C(c1ccco1)N1CCN(C(=O)c2cc(=O)[nH]c3ccccc23)CC1
  A: 5	B: 0%	C: -11%	D: 4%	E: -8	F: 1	G: 4%	H: 4%	I: 0%
